IL1B NFkB inh: blocks IL-1B driven NFkB nuclear translocation in HUVEC cells; HUVEC IL-1B NFkB p65 nuclear translocation imaging; inhibition, % at 2 µM; actives 0.43% (n = 94,000); AID 796;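 active means inhibition above about 30% together with a positive call from visual inspection of the well image, limit read from the data; inconclusive means inhibition above a set limit but visual check negative; inactive means inhibition not above a set limit, visual check negative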;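 further: nuclear over cytoplasmic p65 intensity ratio measured by imaging; 0% = IL-1B stimulated DMSO wells and 100% = unstimulated DMSO wells; values of inactives mirror those of a sister screen read the other way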
NFkB transloc pot: enhances IL-1B driven NFkB nuclear translocation; HUVEC IL-1B NFkB p65 nuclear translocation imaging; activation, % at 2 µM; AID 819; actives 0.3% (n = 94,000);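 active means activation above 40%, about the mean plus 3 SD, also judged a hit on visual image review; inconclusive means activation above 40% but not a hit on visual review; inactive means activation not above 40% and no visual hit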;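 further: percent activation is computed from the nuclear over cytoplasmic p65 intensity ratio; values of inactives mirror those of a sister screen read the other way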
Bcl-B TR3 displacers: displacers of TR3 peptide from Bcl-B, primary screen, selectivity assay for Bfl-1 inhibitor project, biochemical, fluorescence polarization | FP displacement of FITC-TR3 peptide from Bcl-B; higher % means a stronger effect | one-dose displacement, % at 20 µM; IC50 in µM for titrated hits | actives 0.11% (n = 96,000) | AID 748;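 active means displacement above 50% at 20 µM plus a fluorescence interference ratio under 1.5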;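 further: plate controls were wells without compound for no effect and wells lacking Bcl-B protein for full effect; a part of the inactive calls stands beside numbers as strong as those of hits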
PLAP inhibitors HTS: PLAP enzyme inhibitors, biochemical, luminescence, HTS (AID 690); purified PLAP, luminescent substrate; higher % means a stronger effect; inhibition, % at 20 µM, or IC50 in µM where a hit was titrated; actives 0.08% (n = 96,000); in the data active means a potency from the dose series; inactive means the rest, 99 in 100 with inhibition below about 30%; further: strong numbers were not always called active
MRP resist rev: MRP-mediated drug resistance reversal; H69AR cells + 2 uM doxorubicin, CellTiter-Glo, 72 h; differential viability (reversal), % at 10 µM; actives 0.04% (n = 85,000); AID 602;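 active means viability drop by adding the cancer drug above about 55%, with treated viability meeting a 40% cutoff, limit read from the data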;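 further: viability without doxorubicin minus viability with 2 µM doxorubicin for each compound; larger differential means the compound sensitizes cells more to doxorubicin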
MRP resist rev cytotoxicity: recorded beside MRP resist rev, whose call it bears; viability, %; H69AR cells, CellTiter-Glo, 72 h; measured here: cytotoxicity without doxorubicin
MRP resist rev with doxorubicin: further read-out of MRP resist rev, marked with its call; viability, %; measured here: viability with 2 uM doxorubicin; active compounds read low
IL1B NFkB inh cell count 2 µM: further read-out of IL1B NFkB inh, marked with its call; cell count; measured here: cells passing quality filter;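 raw number of nuclei counted in each imaged well without normalization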
NFkB transloc pot cell count 2 µM: also measured in NFkB transloc pot; calls as there; cell count; measured here: cells passing quality filter
The depositor's hits bear a star; ? = inconclusive; · = not tested or not shown. A portion of the library; the hit share may differ from the screen's.

SMILES	IL1B NFkB inh	IL1B NFkB inh cell count 2 µM	NFkB transloc pot	NFkB transloc pot cell count 2 µM	Bcl-B TR3 displacers	PLAP inhibitors HTS	MRP resist rev	MRP resist rev cytotoxicity	MRP resist rev with doxorubicin
O=C(CSc1nc2ccccc2c(=O)n1CCCC(=O)N1CCCC1)NCc1ccco1	-11	183	11	183	-9%	-25%	-7	76	82
COCc1cc(C)nc(NC2CCCCC2)c1C#N	-12	157	12	157	-2%	-12%	18	100	82
C=CCNC(=O)C1CC(=O)N(c2ccc(OCC(=O)Nc3ccccc3)cc2)C1 (stereo not drawn)	-15	123	15	123	-3%	18%	-5	87	92
C=CCn1c(=O)/c(=C/c2ccc(C)o2)s/c1=C(/C#N)C(=O)c1ccccc1	-7	206	7	206	-101%	-5%	-5	102	107
O=C1N=C(N2CCOCC2)S/C1=C/c1cccs1	2	182	-2	182	-10%	4%	·	·	·
CCOc1ccc(C(=O)NCc2ccncc2)cc1OCC	-12	125	12	125	-4%	-14%	11	102	90
O=C(O)C1C(c2ccccc2)C(C(=O)OCc2ccco2)C1c1ccccc1 (stereo not drawn)	·	·	·	·	8%	-32%	-14	88	102
CCN(CC)S(=O)(=O)c1ccc2oc(C(=O)NC3CCCc4ccccc43)c(C)c2c1 (stereo not drawn)	-2	83	2	83	0%	-82%	5	78	73
CC1(C(=O)NC2CCCC2)CCC(=O)N1Cc1ccccc1 (stereo not drawn)	13	162	-13	162	-10%	0%	-1	90	92
CCOC(=O)n1c(=O)n(Cc2ccccc2)c2ccccc21	-1	163	1	163	-1%	6%	·	·	·
CCOc1ccc(-c2cc(N)n(S(=O)(=O)c3ccc(OC)cc3)n2)cc1	-8	166	8	166	-5%	25%	-13	77	90
COC(=O)CCC(=O)COc1ccccc1C#N	-8	122	8	122	2%	-22%	-12	88	100
Cc1[nH]c(=O)[nH]c(=O)c1CSc1nnc(CCCCCNC(=O)OC(C)(C)C)o1	-8	99	8	99	13%	-2%	-2	99	101
O=C(C(NS(=O)(=O)c1cccs1)c1ccccc1)N1CCN(c2ccccc2F)CC1 (stereo not drawn)	-17	80	17	80	-4%	-48%	5	97	91
COc1ccc(-n2c(Cc3cc(=O)[nH]c(=O)[nH]3)nnc2SCC(=O)Nc2ccccc2)cc1	14	147	-14	147	14%	-56%	-4	87	91
Cc1cc2n(n1)C(c1ccc3c(c1)OCO3)Nc1c(C)cccc1-2 (stereo not drawn)	-6	157	6	157	-11%	-41%	9	96	88
COc1ccc2c(c1)CCc1c(C(=O)NCc3ccco3)noc1-2	·	·	·	·	-6%	22%	11	100	88
O=C(NN1C(=O)c2ccccc2NC1c1ccccc1OCc1ccccc1)c1ccncc1 (stereo not drawn)	12	145	-12	145	-3%	-31%	·	·	·
Cc1c(C(=O)O)oc2ccc(S(=O)(=O)N3CC(C)CC(C)C3)cc12 (stereo not drawn)	·	·	·	·	-2%	-2%	12	99	87
O=C(Nc1nccs1)C(=O)c1c[nH]c2ccccc12	-8	191	8	191	-4%	-31%	-5	88	93
COc1cccc(/C(O)=C2/C(=O)C(=O)N(CCN(C)C)C2c2ccccn2)c1 (stereo not drawn)	3	153	-3	153	-14%	-32%	-4	103	106
CCOC(=O)Cc1csc(NC(=O)CCCCCN2C(=O)c3ccccc3C2=O)n1	-22	61	22	61	-3%	-4%	12	98	86
COCCn1c(=O)[nH]c2cc(C(=O)NC(C)C)ccc2c1=O	22	124	-22	124	0%	-23%	0	93	93
O=C(NC1CCCCC1)NC1(C(=O)N2CCN3CCCC3C2)CCCCC1 (stereo not drawn)	-29	124	29	124	·	·	·	·	·
CC(=O)C(C(C)=O)c1c(Cl)c(O)c(O)c2c(C(=O)c3ccccc3)coc12	2	83	-2	83	13%	-42%	0	2	1
CC12C(=O)N(Cc3ccco3)C(=O)C1C1c3ccccc3C2c2ccccc21 (stereo not drawn)	0	190	0	190	-11%	14%	18	103	84
O=C(CSc1nc2[nH]ncc2c(=O)n1-c1ccccc1)c1ccc2c(c1)OCCO2	5	106	-5	106	-23%	-139%	-18	17	35
O=C(Nc1ccc(Oc2ccc(NC(=O)C3CCCO3)cc2)cc1)C1CCCO1 (stereo not drawn)	·	·	·	·	-4%	-55%	-3	105	107
COc1ccc(CN=CC2=C(O)CNC2=O)cc1	6	151	-6	151	-5%	10%	5	90	85
CCOC(=O)c1sc2ncn(CC(=O)NCC3CCCO3)c(=O)c2c1C (stereo not drawn)	·	·	·	·	-10%	11%	-9	94	103
O=C1C2CC=CCC2C(=O)N1c1ccc(Cc2ccncc2)cc1 (stereo not drawn)	-5	168	5	168	5%	-4%	6	96	90
CC(C)CC(c1nnnn1C1CCCC1)N1CCN(C(=O)c2ccco2)CC1 (stereo not drawn)	8	90	-8	90	10%	-37%	1	94	93
O=C(CCCN1Cc2ccccc2C1)c1ccc(F)cc1	11	107	-11	107	6%	11%	6	92	86
O=C(Nc1ccc2oc(-c3ccncc3)nc2c1)c1cccs1	-10	167	10	167	-12%	18%	-3	80	82
O=C(NCc1ccco1)c1cccc(NC(=O)c2ccco2)c1	-12	87	12	87	-11%	-59%	4	90	86
O=C(CN1CCN(CC(=O)Nc2ccc3c(c2)OCO3)CC1)Nc1ccc(F)cc1	-3	125	3	125	-10%	4%	·	·	·
CCOC(=O)CCS(=O)(=O)c1nc(-c2ccccc2)cc(C(F)(F)F)n1	15	80	-15	80	-4%	4%	0	1	1
CCOC(=O)C1=C(c2ccccc2)N=C2SCC(=O)N2C1c1cccc(OC)c1 (stereo not drawn)	-3	136	3	136	-17%	-70%	-4	97	101
CSc1ccc(C(=S)N2CCN(C(c3ccccc3)c3ccccc3)CC2)cc1	-26	92	26	92	-5%	3%	4	87	83
CC(C)CCn1nnnc1C(c1ccccc1F)N1CCC(C(N)=O)CC1 (stereo not drawn)	·	·	·	·	-6%	-66%	11	104	93
COc1cc2c(cc1OC)C1=NC(=O)CN1C(SCc1ccc(C)cc1)=N2	-2	130	2	130	-19%	-57%	·	·	·
O=C1CCCN1c1ccc(S(=O)(=O)Oc2cccc(Cl)c2)cc1[N+](=O)[O-]	0	138	0	138	-1%	2%	·	·	·
CCCCn1nc2cc(C(=O)NCc3ccccc3)ccc2c1OCC	-8	110	8	110	-6%	5%	·	·	·
Cc1ccc(-c2csc3nnc(SCC(=O)NCc4ccc5c(c4)OCO5)n23)cc1	-26	152	26	152	2%	16%	-14	69	83
C=C(C)CN(CC)C(=O)COc1ccc(S(=O)(=O)Nc2ccc(OC)cc2)cc1	-19	119	19	119	10%	-41%	·	·	·
Cc1ccc(/C=N/Nc2cccc3cccnc23)c(O)c1	-5	99	5	99	5%	4%	·	·	·
COc1ccc(N2CCN(C(=O)Nc3ccc(S(=O)(=O)N(C)C)cc3)CC2)cc1	9	121	-9	121	2%	3%	·	·	·
N#CCCN(Cc1ccccc1)C(=S)NC(=O)c1ccccc1	-18	110	18	110	0%	-30%	·	·	·
CC(OCC(O)CN(C)CCOc1ccccc1)c1ccc(Cl)cc1 (stereo not drawn)	-86	156	?	·	-11%	-68%	4	84	80
O=C(O)CCCN=CC1=C(O)C(C(=O)c2ccccc2)CCC1=O (stereo not drawn)	1	143	-1	143	·	·	15	95	80
The list goes on:
SMILES	IL1B NFkB inh	IL1B NFkB inh cell count 2 µM	NFkB transloc pot	NFkB transloc pot cell count 2 µM	Bcl-B TR3 displacers	PLAP inhibitors HTS	MRP resist rev	MRP resist rev cytotoxicity	MRP resist rev with doxorubicin
COC(=O)c1ccc2ncccc2c1	-2	171	2	171	-3%	10%	-4	98	102
CCc1ccc(-c2csc(NC(=O)C3CCCO3)c2C(=O)OC(C)C)cc1 (stereo not drawn)	3	153	-3	153	-6%	-8%	·	·	·
CCN(CC)CCN1C(=O)C(=O)/C(=C(/O)c2ccc(C)cc2)C1c1ccncc1 (stereo not drawn)	-27	113	27	113	-6%	-19%	-1	90	91
Cc1noc(C)c1COc1ccc(C(=O)NCc2ccccn2)cc1	1	202	-1	202	-2%	34%	23	100	77
Cc1cc(C)c(C#N)c(SCS(=O)c2ccc(C(C)(C)C)cc2)n1 (stereo not drawn)	-20	90	20	90	0%	-5%	13	82	69
CC(C)Cn1c(=O)c2ccccc2c2ccccc2c1=O	-22	112	22	112	-3%	-11%	16	94	78
S=c1[nH]nc(Cc2ccccc2)n1-c1ccccc1	-17	134	17	134	0%	-4%	1	64	63
COc1ccc(N(CC(=O)N/N=C/c2cccs2)S(=O)(=O)c2ccc(OC)c(OC)c2)cc1	0	167	0	167	4%	4%	·	·	·
CCn1c(N)c(C(=O)NC)sc1=S	·	·	·	·	-9%	-5%	-36	20	56
CCC1(O)CC(C(=O)OC)=NN1C(=O)c1ccccc1 (stereo not drawn)	4	166	-4	166	10%	4%	-14	94	108
O=C(CSc1nnc(CNc2cccc(C(F)(F)F)c2)n1Cc1ccco1)NCc1ccco1	-69	129	69*	129*	·	·	-4	86	91
